Source: PubChem BioAssay (several laboratories)
S1P4 antagonist: blocks the human S1P4 receptor | hit rate 0.26% among 220,000 | inhibition, % at 4.98 µM | AID 1510 | S1P4-expressing cells, antagonist mode, reporter read-out; in the data active means inhibition above about 29%;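 further: 0% = wells stimulated with agonist and 100% = vehicle wells without agonist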
Target sequence (O95977 whole entry, looked up): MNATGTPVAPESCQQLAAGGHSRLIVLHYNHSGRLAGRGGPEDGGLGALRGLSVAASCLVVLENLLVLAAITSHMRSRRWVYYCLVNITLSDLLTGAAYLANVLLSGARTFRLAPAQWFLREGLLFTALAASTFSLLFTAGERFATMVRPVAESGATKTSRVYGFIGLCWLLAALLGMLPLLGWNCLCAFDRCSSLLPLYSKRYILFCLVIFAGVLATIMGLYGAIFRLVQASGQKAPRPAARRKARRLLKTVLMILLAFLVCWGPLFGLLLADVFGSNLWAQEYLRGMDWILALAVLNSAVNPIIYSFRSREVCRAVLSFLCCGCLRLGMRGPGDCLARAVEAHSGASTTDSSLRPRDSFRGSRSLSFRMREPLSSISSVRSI
NPY Y1 blocker: NPY-Y1 (human) receptor antagonism. HEK293-CNG Y1 cells, membrane potential fluorescence; NPY at EC95, then isoproterenol. P25929. hit rate 1% among 200,000. AID 1040. inhibition, % at 3.6 µM;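 active means inhibition above the campaign mean inhibition of all tested compounds plus 3 SD, cut at about 20% in these data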;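 further: 0% = DMSO wells given NPY plus isoproterenol and 100% = isoproterenol alone without NPY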
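Benchmarks – high control isoproterenol alone, low control NPY with isoproterenol · Material – HEK293 Y1/CNG channel cell line · Times – dye 3 h, compound 60 min room temperature, stimulation 45 min · Probe or stimulus – NPY (25 nM), isoproterenol (1 µM), Ro 20-1724 (25 µM) · Evaluation – % inhibition of NPY effect · Signal – fluorescence, membrane potential probe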
Ba/F3 V617F tox: loss of viability in JAK2V617F-driven Ba/F3 cells; Ba/F3 EpoR-JAK2V617F viability, ATP luminescence; inhibition, % at 5.6 µM; hit rate 1.1% among 220,000; AID 1446;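 active means inhibition above the campaign mean plus 3 SD over all tested compounds, cut at about 24% in these data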;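 further: cytokine-independent growth of Ba/F3 cells driven by EpoR plus mutant JAK2; 0% = DMSO-treated cells and 100% = JAK inhibitor I control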
S1P4 agonist: human S1P4 receptor agonism. activation, % at 4.98 µM. O95977. hit rate 0.35% among 220,000. S1P4-expressing cell line, agonist reporter assay; in the data active means activation above about 11%;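 further: 0% = DMSO vehicle and 100% = reference agonist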
RBBP9 inhibitor: human RBBP9 hydrolase inhibition; AID 1515; hit rate 0.2% among 220,000; inhibition, % at 7.94 µM; recombinant RBBP9, FP-Rh probe fluorescence polarization; O75884;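 active means inhibition above the campaign mean of all tested compounds plus 3 SD, cut at about 14% in these data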;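 further: plate controls were DMSO wells with RBBP9 for no effect and wells lacking RBBP9 protein for full effect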
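Assay system: recombinant human RBBP9; Reagent: Serine-hydrolase probe FP-Rh, 375 nM pre-mixing; Doses: 7.94 µM single dose, 0.794% DMSO; Incubation: 30 min then 45 min, 25 °C; Detection: fluorescence polarization (mP), excitation 525 nm, emission 598 nm; Evaluation: percent inhibition from mP, scaled between DMSO and no-protein wells.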
NPY2 pot ag: potentiators or agonists of human neuropeptide Y receptor Y2; hit rate 0.45% among 220,000; activation, % at 3.6 µM; P49146; cells expressing NPY-Y2, potentiator/agonist read-out; AID 1359; in the data active means activation above about 27%;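 further: cells stimulated with NPY near EC25 plus isoproterenol at EC100; 0% = vehicle plus submaximal agonist and 100% = vehicle plus saturating agonist; some results beyond the cut were filed as inactive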
Runt-CBFb FRET: inhibitors of human RUNX1 Runt domain binding to CBFb; Q01196+Q13951; Cerulean-Runt/Venus-CBFb FRET ratio 530/480, 1 h; inhibition, % at 20 µM; hit rate 0.46% among 220,000; AID 1496;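 active means inhibition over about 50% at 20 µM in the single-dose screen, limit read from the data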;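 further: 0% = DMSO wells and 100% = excess unlabeled CBFb competitor control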
Target sequence (Q01196 whole entry, looked up, the tested form may be a part): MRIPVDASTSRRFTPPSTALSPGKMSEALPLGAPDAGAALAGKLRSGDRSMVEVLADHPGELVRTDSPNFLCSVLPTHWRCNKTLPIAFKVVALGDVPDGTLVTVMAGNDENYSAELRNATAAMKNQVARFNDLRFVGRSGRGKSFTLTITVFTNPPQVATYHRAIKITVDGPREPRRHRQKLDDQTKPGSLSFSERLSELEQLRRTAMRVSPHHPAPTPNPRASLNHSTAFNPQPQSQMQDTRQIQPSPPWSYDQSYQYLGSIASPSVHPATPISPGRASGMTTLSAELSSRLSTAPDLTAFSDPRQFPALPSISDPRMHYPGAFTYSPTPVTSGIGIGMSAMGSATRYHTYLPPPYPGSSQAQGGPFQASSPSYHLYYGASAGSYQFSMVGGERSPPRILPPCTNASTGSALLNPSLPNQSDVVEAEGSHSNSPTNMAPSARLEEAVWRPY
Target sequence (Q13951 whole entry, looked up, the tested form may be a part): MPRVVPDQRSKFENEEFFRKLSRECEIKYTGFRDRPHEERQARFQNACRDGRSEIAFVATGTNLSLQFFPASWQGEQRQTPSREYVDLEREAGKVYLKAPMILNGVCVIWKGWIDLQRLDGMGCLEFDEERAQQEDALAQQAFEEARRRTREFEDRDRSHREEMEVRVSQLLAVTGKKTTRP
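Reagent – Venus-CBFb binding partner, 100 nM · Assay system – Cerulean-tagged RUNX1 Runt domain (FRET donor) fusion protein · Input – 100 nM per protein · Incubation – two 1 h room-temperature incubations shielded from light · Measured by – FRET fluorescence · Medium – Tris buffer pH 7.5 with salts and BSA · Benchmarks – unlabeled CBFb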
BaF3 parental: parental Ba/F3 viability inhibition as JAK2V617F counter-screen; CellTiter-Glo ATP luminescence; hit rate 1.1% among 220,000; inhibition, % at 5.6 µM;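 active means inhibition above a per-campaign cutoff, the mean inhibition of all tested compounds plus 3 SD, cut at about 27% in these data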;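 further: 0% = DMSO wells and 100% = JAK Inhibitor I control wells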
NPY1 pot ag: potentiates or activates human NPY-Y1 receptor. activation, % at 3.6 µM. P25929. hit rate 0.37% among 220,000. NPY-Y1 expressing cells, potentiator/agonist activation. AID 1304; in the data active means activation above about 33%, passing the limit was not always enough;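 further: cells stimulated with NPY at EC10 then isoproterenol at EC100; 0% = low agonist plus stimulus and 100% = saturating agonist plus stimulus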
* = called active by the depositor; · = no result given.

SMILES	S1P4 antagonist	NPY Y1 blocker	Ba/F3 V617F tox	S1P4 agonist	RBBP9 inhibitor	NPY2 pot ag	Runt-CBFb FRET	BaF3 parental	NPY1 pot ag
CC1CN(C(=O)c2ccc(N3CCCCC3)c([N+](=O)[O-])c2)CC(C)O1 (configuration not stated)	18.3	-0.9	1.3	1.6	-6.0	1.3	-0.2	3.3	-10.0
COc1ccc(/C=C/C(=O)Nc2nc(C)c(C(=O)N(C)C)s2)cc1	-7.0	0.9	-2.7	-0.2	-9.9	2.0	-1.2	4.5	14.1
Cc1nc(S(=O)(=O)c2ccc(Cl)cc2)c(NCc2ccccc2)o1	-15.6	7.0	2.7	0.5	-8.1	-1.3	2.8	0.8	-4.3
Cc1ccccc1Cn1cnc2c(NS(C)(=O)=O)c(C)c(C)cc21	-15.3	3.2	-0.7	1.8	-4.6	-8.8	-1.0	7.9	9.3
O=C(NCC1COc2ccccc2O1)C1CCN(S(=O)(=O)c2cccc3nsnc23)CC1 (configuration not stated)	-12.8	1.5	0.8	1.8	-6.8	2.2	-0.1	3.6	-2.2
Cn1cc(CC(=O)NC2CCCCC2)c2ccccc21	-12.7	4.7	-3.2	1.2	-8.8	-1.9	-1.9	1.7	10.1
CCOC(=O)CC(=O)CSc1nc2c(c(C)c1C#N)CCC2	-5.3	-4.0	-4.8	-0.3	-7.5	7.7	11.1	1.8	1.8
Cc1ccccc1C(=O)Nc1ccccc1	2.1	-1.6	-0.7	-0.7	-3.1	6.7	-0.3	2.0	-14.4
Oc1ccc(-c2nnc(-c3ccc(O)cc3)nn2)cc1	0.7	-1.0	-1.6	-0.5	0.6	3.2	4.0	4.5	5.8
N#CC(c1ccccc1)c1ccc(=O)[nH]n1 (configuration not stated)	-3.4	-2.5	-1.1	-0.9	-3.7	-4.2	1.9	-0.8	-0.6
O=C1c2oc3ccccc3c(=O)c2C(c2cccc(F)c2)N1CCCO (configuration not stated)	-18.9	-2.1	-1.8	1.8	-2.0	10.0	-0.8	1.3	12.7
CNC(=O)COC(=O)c1cc(F)c(F)cc1Cl	-8.9	0.0	-1.8	1.0	5.7	15.8	0.4	3.7	-9.6
Cc1ccccc1-c1noc(-c2ccccc2F)n1	-17.8	6.3	-3.4	2.4	5.5	9.0	-3.8	3.3	-16.7
CCOc1cc(/C=N/Nc2cc(C)nc(-n3nc(C)cc3C)n2)ccc1O	-21.9	·	-1.2	0.4	1.4	-10.8	-4.8	-1.5	-18.4
CCCCn1c(=N)n(CC(=O)c2ccc(Br)s2)c2ccccc21	22.9	·	71.3*	-0.4	2.7	16.4	2.4	-3.8	25.7
CCCc1[nH]nc2c1C(c1ccccc1OCC)C(C#N)=C(N)O2 (configuration not stated)	-2.3	2.4	0.9	2.0	-13.1	15.3	-0.8	5.4	3.5
COc1ccc(CCNCC(O)Cn2c3ccccc3c3ccccc32)cc1OC (configuration not stated)	12.4	5.6	2.4	0.8	-5.6	16.6	-2.5	11.3	22.2
CCC(C)c1ccccc1NC(=O)COC(=O)CCc1cc(OC)c(OC)c(OC)c1 (configuration not stated)	-15.4	6.8	-0.8	0.9	-5.8	-9.9	-3.2	4.8	-9.1
CCn1c(C)cc(/C=C2/NC(=O)N(c3ccccc3)C2=O)c1C	-12.4	2.7	39.9*	2.4	-7.9	7.0	2.2	1.9	-6.4
O=C(Nc1cccc2oc(=O)ccc12)c1ccc([N+](=O)[O-])cc1[N+](=O)[O-]	0.2	-2.0	2.8	2.0	-6.1	-2.9	-1.7	0.7	-22.0
C=CCNc1nc(NCc2ccccc2)c(C#N)c2c1CN(C)CC2	3.8	9.9	3.1	1.8	-5.8	-4.7	35.0	3.8	-16.5
CC(C)CC(=O)Nc1nnc(SCC(=O)NCc2ccc3c(c2)OCO3)s1	-3.4	4.3	-0.7	0.1	-13.9	4.6	-0.7	6.3	8.2
CCc1nc2sc(C(C)=O)c(N)c2c2c1CCCC2	6.7	·	-4.6	-0.1	2.0	-17.1	34.1	1.4	6.2
Cc1c(NC(=O)C(C)OC(=O)c2cccc(S(=O)(=O)N3CCOCC3)c2)c(=O)n(-c2ccccc2)n1C (configuration not stated)	-9.3	·	4.0	-0.1	5.5	-6.6	-0.1	-2.7	4.2
O=C(c1cn(-c2ccccc2)nc1-c1cccc(Br)c1)N1CCOCC1	15.3	-4.2	-2.7	-0.6	-3.5	8.2	-2.5	2.9	23.4
CCCCCCN1CC(C(=O)OCC)C(=O)C1=O (configuration not stated)	-13.0	-0.5	-2.9	2.4	0.6	0.8	3.9	4.2	10.1
CC(C)C(=O)NC(=S)Nc1ccccc1C(=O)Nc1ccccc1	9.3	-2.6	6.3	-4.2	-7.8	-4.5	0.6	7.5	3.1
CCCCOC(=O)Nc1ccccc1C(=O)N1CCCC1	-19.7	3.7	0.0	0.5	2.7	-6.5	-4.2	7.7	-15.1
Cc1c(C(=O)NCCN2CCOCC2)sc2nc(-c3ccc(F)cc3)cn12	1.5	-5.6	-5.2	-2.4	-7.5	9.1	·	0.2	2.0
CCCSc1nc(C)cc(C)c1C(N)=O	-6.1	6.4	-1.6	1.3	-7.2	-2.0	22.0	6.9	-4.7

Just Ba/F3 V617F tox, NPY1 pot ag and S1P4 agonist, for 2 of the compounds above:
SMILES | Ba/F3 V617F tox | NPY1 pot ag | S1P4 agonist
CNC(=O)COC(=O)c1cc(F)c(F)cc1Cl | -1.8 | -9.6 | 1.0
C=CCNc1nc(NCc2ccccc2)c(C#N)c2c1CN(C)CC2 | 3.1 | -16.5 | 1.8

By substructure: the compounds so far with a nitro group on carbon
SMILES	S1P4 antagonist	NPY Y1 blocker	Ba/F3 V617F tox	S1P4 agonist	RBBP9 inhibitor	NPY2 pot ag	Runt-CBFb FRET	BaF3 parental	NPY1 pot ag
CC1CN(C(=O)c2ccc(N3CCCCC3)c([N+](=O)[O-])c2)CC(C)O1 (configuration not stated)	18.3	-0.9	1.3	1.6	-6.0	1.3	-0.2	3.3	-10.0
O=C(Nc1cccc2oc(=O)ccc12)c1ccc([N+](=O)[O-])cc1[N+](=O)[O-]	0.2	-2.0	2.8	2.0	-6.1	-2.9	-1.7	0.7	-22.0

Other results follow:
SMILES	S1P4 antagonist	NPY Y1 blocker	Ba/F3 V617F tox	S1P4 agonist	RBBP9 inhibitor	NPY2 pot ag	Runt-CBFb FRET	BaF3 parental	NPY1 pot ag
Cn1c(=N)n(CC(O)c2cccs2)c2ccccc21 (configuration not stated)	-8.1	10.6	0.8	0.4	-5.3	-6.4	-1.2	-1.2	5.6
CCn1c(SCCC(C)C)nnc1-c1c[nH]c2ccccc12	-31.0	1.2	-4.9	2.9	-7.0	12.7	-0.9	2.8	8.2
COc1ccc(-c2cc(C(=O)N3CCN(c4ccccn4)CC3)c3ccccc3n2)cc1	-14.1	-0.5	-1.8	2.2	-4.8	5.1	-3.2	5.1	-15.7
CCNc1nc(NCC)n2c(SCC(=O)N3CC4(C)CC3CC(C)(C)C4)nnc2n1 (configuration not stated)	-20.9	5.3	1.4	4.5	-9.7	11.2	0.9	5.3	6.3
CC(=O)c1cccc(NC(=S)Nc2ccn(Cc3cccc4ccccc34)n2)c1	-7.7	-9.3	0.6	1.8	-9.7	23.3	1.9	2.3	10.3
N#CC(C(=O)Nc1ccc(Cl)cc1)=C1Nc2ccccc2N1	-15.0	-5.0	2.6	2.9	-7.9	10.1	-1.5	5.2	39.3
CC12CC(c3ccccc3O1)N(C(=O)c1ccco1)C(=S)N2c1ccccc1 (configuration not stated)	9.9	4.6	-1.3	-1.6	-4.7	16.2	1.4	1.6	29.2
Cc1ccc(NC(=O)CS(=O)CC(=O)N(C2CCCC2)C(C)C(=O)NC2CCCCC2)cc1 (configuration not stated)	1.6	-1.7	-2.2	2.1	2.1	17.1	-4.1	0.3	5.0
CCOc1ccccc1NC(=O)CSC1=C(C#N)C(c2ccco2)C(C(=O)Nc2nc3ccccc3s2)=C(C)N1 (configuration not stated)	-12.0	3.1	-0.1	0.1	-18.0	1.6	-1.6	6.9	-13.7
COc1ccc(Cl)cc1N(CC(=O)Nc1cccc(SC)c1)S(C)(=O)=O	9.9	-2.9	1.6	0.9	-6.2	-3.4	2.0	9.1	13.5
CSc1ccc(CN2CCCC(CO)(Cc3ccccc3)C2)cc1 (configuration not stated)	-15.1	9.4	-2.3	1.2	0.3	-18.5	0.2	10.4	-16.6
c1ccc(CSc2nnnn2-c2ccccc2)cc1	-0.5	-1.3	-0.4	-0.2	0.4	9.7	1.5	4.6	-0.3
Cc1nc(NC(=O)c2ccc(Br)s2)sc1C(=O)N(C)C	10.9	-0.8	-1.8	0.3	-6.4	13.1	-1.1	-0.8	-35.5
N[C@@H]1CONC1=O	-7.5	-2.4	3.7	1.1	-3.5	-5.5	-3.5	-5.1	12.1
CCN(CC)S(=O)(=O)c1ccc(OCCNS(C)(=O)=O)cc1	6.1	2.9	-0.1	-0.7	2.8	-2.5	-1.0	9.0	15.5
COC(=O)C(CC(C)C)NC(=O)/C=C/c1ccccc1Cl (configuration not stated)	-10.7	-0.9	-2.7	1.2	-5.9	3.1	-2.1	4.5	16.1
O=C(C(Cl)Cl)N1CCN(c2ccccn2)CC1	2.5	0.3	5.6	-1.2	-11.7	0.4	-0.8	8.8	-7.9
COC(=O)C(C(=O)Nc1ccc(OC)cc1)C1CCCCCC1 (configuration not stated)	-5.5	4.8	1.7	-0.5	1.7	-0.8	-0.3	6.2	-21.8
O=C1c2cccc3cc([N+](=O)[O-])cc(c23)C(=O)N1c1ccccc1O	-6.2	-1.7	13.8	-1.4	1.2	5.6	-1.6	29.4*	6.9
CN1c2ccccc2C(C)(C)C12C=Nc1c(cc(N3CCOCC3)c3ccccc13)O2 (configuration not stated)	6.8	13.6	7.8	1.2	-8.1	-6.8	-103.9	6.4	-11.5
CCC(=O)N1CCc2cc(Br)cc(S(=O)(=O)C3(C(=O)OC)CC3)c21	4.5	2.2	-5.0	2.5	2.1	7.4	3.4	1.4	-28.3
COCCn1c(N)c(C(=O)NCc2cccs2)c2nc3ccccc3nc21	-1.6	3.4	3.0	0.4	-1.3	-20.3	14.5	-0.1	2.9
CN(c1nc2ccccc2n2c(-c3ccco3)nnc12)S(=O)(=O)c1ccccc1	-9.7	4.6	-3.3	-0.5	-14.0	-4.8	-1.2	4.1	2.0
O=C1CC(N2CCC(O)(c3ccc(Br)cc3)CC2)C(=O)N1c1ccc(Cl)cc1 (configuration not stated)	-12.9	0.2	-0.9	1.4	-6.8	11.8	0.8	2.3	9.3
COc1ccc(OC)c(NC(=S)N(CCc2c(C)[nH]c3ccc(C)cc23)Cc2cccs2)c1	8.2	0.5	4.9	1.4	-4.0	4.5	0.2	9.6	-21.6
O=C(Nc1ccccc1F)Nc1cccc2ccc(O)cc12	-4.8	·	-2.7	-0.3	5.3	-9.1	9.5	0.5	10.1
